# Screens: PubChem, National Center for Advancing Translational Sciences (NCATS)
# N370S GC = inhibitors or activators of N370S glucocerebrosidase for Gaucher disease; N370S GC spleen homogenate, 4MU-glucoside fluorescence; AID 2101; hit rate 0.092% among 330,000; Potency, µM (doses to about 59.4 µM), for inactives: top-dose activity change, negative = inhibition, hits mostly inhibitors; P04062;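 further: 0% = full enzyme activity and -100% = no enzyme basal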
# GCN5L2 inh = blocks human GCN5L2 histone acetyltransferase; Q92830; GCN5L2 HAT assay, ThioGlo1 CoA-SH fluorescence; Potency, µM (top dose mostly 58.9 µM), inactives show at the top dose activity change, negative = inhibition, actives largely listed as inhibitors; hit rate 0.21% among 390,000
#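 Preincubate 20nM GCN5L2 with compound 15 min, RT → add 50uM ThioGlo1 + 75uM H3(1-25) + 70uM acetyl-CoA → read fluorescence 0 and 20 min. Primary qHTS; fluorescent artifacts likely.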
# FEN1 inhibitor = blocks human flap endonuclease 1. P39748. Recombinant FEN1 flap cleavage, fluorescence, 15 min. Potency, µM (titrated, usually from 114 µM), inactives show top-dose activity change, negative = inhibition, actives largely listed as inhibitors. hit rate 0.35% among 390,000. AID 588795; further: nearly all actives have a fitted effect of over 65% in size
# Target sequence (P39748 whole entry, looked up): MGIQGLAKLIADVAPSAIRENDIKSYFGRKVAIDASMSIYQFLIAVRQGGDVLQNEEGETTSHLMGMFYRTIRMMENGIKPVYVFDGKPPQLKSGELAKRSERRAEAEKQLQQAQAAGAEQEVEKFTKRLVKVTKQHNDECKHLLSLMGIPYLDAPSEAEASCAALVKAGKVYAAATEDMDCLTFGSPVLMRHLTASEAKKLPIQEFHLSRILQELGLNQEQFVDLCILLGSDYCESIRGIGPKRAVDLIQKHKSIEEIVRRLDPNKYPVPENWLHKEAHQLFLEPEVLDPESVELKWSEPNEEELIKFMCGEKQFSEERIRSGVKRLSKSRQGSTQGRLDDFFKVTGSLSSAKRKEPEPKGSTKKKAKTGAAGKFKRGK
#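 FEN1 at 10 nM preincubated with compounds 15 min at room temperature, then flap DNA substrate added at 50 nM final. Signal read at 0 and 15 min; concentration-response fitted with four-parameter Hill equation.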
# * hit, by the source's call; ? = inconclusive; · = not tested or not shown; & = joins results of further samples. The call rests on the fitted dose curve; in most records, active means well fitted curve in the direction sought with a large enough effect; inconclusive means small, poorly fitted or top-dose-only effect, or another doubt; inactive means no such curve, though single readings can be large; an effect the other way counts as inactive or inconclusive. Unless noted, on the % scale 0 is the no-effect control and ±100 the full control effect; potency means the concentration at half of the fitted maximal effect.
# Order of results – N370S GC, GCN5L2 inh, FEN1 inhibitor
O=C1CCCc2cc(S(=O)(=O)N3CCCC(C(=O)NCc4ccccc4)C3)ccc2N1 (stereo unspecified)
    ·, -5.0%, 19.0%
Cc1ccccc1CNC(=O)CN1C(=O)C2CCCCN2c2ccc(C(=O)N3CCCC3)cc21 (stereo unspecified)
    ·, -0.7%, -5.8%
CC1CCN(C(=O)c2[nH]cnc2C(=O)NC2CCN(C(=O)OC(C)(C)C)CC2)CC1
    ·, 0.3%, -6.1%
COC(=O)CN1C(=O)c2cccc3cccc1c23
    -0.1%, -15.7%, 8.7%
Cc1n(CC(O)COCc2ccccc2)c2ccccc2[n+]1C (stereo unspecified)
    5.8%, -5.7%, -2.3%
NC(=O)CN1CCN(C(=O)NC2CCCCC2)CC1
    9.7%, -6.6%, 28.9%
CC1CCCN(C(=O)CSc2nnc(-c3ccncc3)n2C)C1 (stereo unspecified)
    1.7%, -3.8%, 3.6%
Cn1c(SCC(=O)NC2CCCCC2)nnc1-c1ccc(N)cc1
    -1.8%, 1.3%, -3.2%
CC(C)C(NS(=O)(=O)c1c(Cl)cccc1Cl)C(=O)OCC(=O)c1c[nH]c2ccccc12 (stereo unspecified)
    12.1%, -9.8%, -13.8%
NS(=O)(=O)c1ccc(NCc2cc(Cl)ccc2OCc2ccccc2F)cc1
    4.1%, 3.2%, ?
COc1ccc(C2C(C(C)=O)=C(O)C(=O)N2c2nc3ccccc3s2)cc1OC (stereo unspecified)
    -18.7%, -12.5%, 6.9%
Nn1cc(-c2ccccc2)nc1SCC(=O)NCC(F)(F)F
    1.4%, -3.5%, 4.6%
N#Cc1cc(C(=O)c2cc(F)ccc2O)cn(-c2nccs2)c1=O
    -27.3%, -10.3%, ?
CCOC(=O)N1CCN(C(=O)CSc2ccc(Cl)cc2)CC1
    -2.2%, -4.4%, 6.9%
CCOC(=O)c1c(NC(=O)CCCOc2ccccc2C)sc2c1CCC(C)C2 (stereo unspecified)
    ·, -4.6%, 3.4%
CCn1c(SCC(=O)c2c(N)n(C)c(=O)n(C)c2=O)nc2sc(C)c(C)c2c1=O
    -7.5%, -5.7%, ·
O=C(NCCc1c[nH]c2ccccc12)C(=O)NCC(c1cccnc1)N1CCN(c2ccccc2)CC1 (stereo unspecified)
    15.6%, -6.2%, -20.6%
O=C(NCc1ccccc1)C1=C[C@H](C2CCCCC2)C[C@H](OCc2ccc(CO)cc2)O1
    ?, -4.7%, -5.6%
CO/N=C/c1ccc(Sc2ccccc2)c([N+](=O)[O-])c1
    26.6%, -5.9%, -0.7%
O=C(CSc1nc(-c2ccccc2)ns1)NCC1CCCO1 (stereo unspecified)
    2.3%, -3.8%, 3.0%
COc1ccccc1CNC(=O)C(C)n1cccc1C(=O)c1ccccc1 (stereo unspecified)
    -16.5%, -8.5%, 0.5%
Nc1cccc2[nH]c(C(F)(F)F)nc12
    -10.0%, -4.6%, 56.2µM*
Cc1nn(Cc2ccc(F)cc2)c(C)c1NC(=O)c1cccnc1Cl
    -22.0%, 1.3%, -3.5%
CCCCn1c(CCC)nc([N+](=O)[O-])c1Sc1ccc(Cl)cn1
    -0.6%, -4.0%, -20.2%
Cc1ccc(Sc2c(O)c3ccccc3n(C)c2=O)cc1
    -13.6%, 2.0%, ?
O=C(NCCCN1CCOCC1)C1(c2ccccc2)CCOCC1
    -18.5%, 2.9%, -3.7%
CCC(Oc1ccccc1)C(=O)N1CCN(C(=O)C(CC)Oc2ccccc2)CC1 (stereo unspecified)
    -0.6%, -12.2%, -6.8%
O=S(=O)(c1ccc(Cl)cc1)c1nc(-c2ccco2)oc1SCc1ccccc1F
    ·, 2.1%, -2.8%
O=C(CSc1nc2c(sc3ccccc32)c(=O)n1CCCC(=O)NC1CCCC1)Nc1ccc(F)cc1
    ·, -4.2%, 15.2%
COc1ccc(-c2nc3ccccc3o2)cc1NC(=O)Cc1ccc(Cl)cc1
    ·, -1.3%, 18.8%
COCCCNC(=O)c1ccc([N+](=O)[O-])cc1
    -4.9%, -2.2%, -1.0%
COc1ccc(CNC(=O)CCNC(=O)c2ccco2)cc1OC
    -4.6%, -20.7%, 3.6%
CCCc1nc2sc3c(=O)n(N)cnc3c2c2c1COC(C)(C)C2
    10.4%, 9.7%, ·
O=C(COc1ccc(C(=S)N2CCOCC2)cc1)Nc1ccccc1C(F)(F)F
    -11.1%, -15.2%, -5.2%
CCc1nnc(NC(=O)c2cccc(NC(=O)C(C)C)c2)s1
    10.5%, -14.4%, 9.8%
CCOc1ccccc1CNS(=O)(=O)c1ccc2c(c1)oc(=O)n2C
    4.2%, -7.6%, -9.3%
Cn1cc(CNC(=O)c2ccc(OC3CCN(Cc4ccccn4)CC3)cc2)cn1
    2.8%, -6.2%, -9.2%
CS(=O)(=O)c1ccc(Cl)c(NC(=O)CCNC(=O)c2ccco2)c1
    -9.0%, 0.8%, 16.3%
Cc1ccc(OCC(=O)Nc2ccc(S(=O)(=O)N(Cc3ccccc3)c3ccccc3)cc2)cc1
    ·, -5.2%, 16.9%
Cc1ccc(N(CC(=O)NCc2ccc(Cl)cc2)S(=O)(=O)N(C)C)cc1
    ·, -1.7%, -7.2%

# Next section, overlapping the part above by two compounds.
# Order of results – N370S GC, GCN5L2 inh, FEN1 inhibitor
Cc1ccc(OCC(=O)Nc2ccc(S(=O)(=O)N(Cc3ccccc3)c3ccccc3)cc2)cc1
    ·, -5.2%, 16.9%
Cc1ccc(N(CC(=O)NCc2ccc(Cl)cc2)S(=O)(=O)N(C)C)cc1
    ·, -1.7%, -7.2%
Cc1cc(=O)n2c3c(cccc13)CCC2
    -22.6%, -4.5%, -1.9%
Nn1c(SCC(=O)N2CCOCC2)nnc1-c1ccco1
    5.2%, 1.3%, -0.3%
O=C(Nc1ccc2nc3n(c(=O)c2c1)CCCC3)c1ccccc1F
    -1.9%, -4.4%, 1.8%
O=c1cc(-c2ccccc2)oc2cc(O)ccc12
    0.1%, -16.6%, 4.6%
CN(C)c1ccc(/C=N/NC(=O)c2ccnn2C)cc1
    9.7%, -10.8%, 17.2%
CC(CC(=O)Nc1ccc(F)c([N+](=O)[O-])c1)c1ccccc1 (stereo unspecified)
    1.4%, -2.6%, -7.7%
CCCN(CCC)S(=O)(=O)c1cccc(C(=O)N=c2sccn2C)c1
    25.2%, 5.5%, 6.2%
Cc1cc(NC(=O)CCCC(=O)Nc2ccc(F)cc2)no1
    2.5%, -7.3%, -1.9%
O=C(CCC1CCCN(C(=O)C2=CCCCC2)C1)N1CCN(c2ccccn2)CC1 (stereo unspecified)
    7.7%, -3.5%, 2.8%
O=C(O)c1ccc(N/N=C/c2ccc(-c3ccccc3Cl)o2)cc1
    -1.9%, -4.9%, -12.9%
COc1ccccc1N1CCN(CCn2c(=O)[nH]c3c([nH]c4ccccc43)c2=O)CC1
    25.3%&20.2%&12.7%, 10.3%&4.5%&-15.6%, ·
Cc1ccc(C)c(N2CCN(S(=O)(=O)c3c(C)[nH]c(C)c3C(=O)N3CCCC3)CC2)c1
    -7.8%, 0.8%, 0.7%
COCCn1nnnc1C(c1ccc(OC)c(OC)c1)N1CCN(C(=O)c2ccco2)CC1 (stereo unspecified)
    -15.0%, -1.9%, -4.6%
O=C(CSc1nnc(NC(=O)Cc2ccc(F)cc2)s1)NCc1ccco1
    21.0%, 2.6%, -0.2%
Cc1oc2c(c(C)cc3oc(=O)c(CC(=O)NCCc4ccccc4F)c(C)c32)c1C
    ·, 2.4%, -3.0%
COc1ccc(NC(=O)C2CCN(S(=O)(=O)c3c(C)noc3C)CC2)cc1
    4.7%, -3.1%, 0.6%
COc1cc(OC)cc(C(=O)NNC(=O)CCC2CCCC2)c1
    ·, -3.3%, -6.4%
O=C(CC(c1ccccc1)c1ccco1)N1CCOCC1 (stereo unspecified)
    7.2%, 1.9%, -1.1%
CCOc1ccc(S(=O)(=O)c2cc3cccc(OCC)c3oc2=O)cc1
    ·, -6.3%, 15.2%
COc1ccc(NC(=O)/C(C#N)=C\c2ccc(-c3cccc(C(=O)O)c3C)o2)cc1
    -16.7%, -6.7%, 3.6%

# Some of the entries so far, as tab-separated lines:
mol	N370S GC	GCN5L2 inh	FEN1 inhibitor
Cn1cc(CNC(=O)c2ccc(OC3CCN(Cc4ccccn4)CC3)cc2)cn1	2.8%	-6.2%	-9.2%
CS(=O)(=O)c1ccc(Cl)c(NC(=O)CCNC(=O)c2ccco2)c1	-9.0%	0.8%	16.3%
Cc1ccc(OCC(=O)Nc2ccc(S(=O)(=O)N(Cc3ccccc3)c3ccccc3)cc2)cc1	·	-5.2%	16.9%
Cc1ccc(N(CC(=O)NCc2ccc(Cl)cc2)S(=O)(=O)N(C)C)cc1	·	-1.7%	-7.2%
Cc1cc(=O)n2c3c(cccc13)CCC2	-22.6%	-4.5%	-1.9%
Nn1c(SCC(=O)N2CCOCC2)nnc1-c1ccco1	5.2%	1.3%	-0.3%
O=C(Nc1ccc2nc3n(c(=O)c2c1)CCCC3)c1ccccc1F	-1.9%	-4.4%	1.8%
O=c1cc(-c2ccccc2)oc2cc(O)ccc12	0.1%	-16.6%	4.6%
CN(C)c1ccc(/C=N/NC(=O)c2ccnn2C)cc1	9.7%	-10.8%	17.2%
CC(CC(=O)Nc1ccc(F)c([N+](=O)[O-])c1)c1ccccc1 (stereo unspecified)	1.4%	-2.6%	-7.7%
CCCN(CCC)S(=O)(=O)c1cccc(C(=O)N=c2sccn2C)c1	25.2%	5.5%	6.2%
Cc1cc(NC(=O)CCCC(=O)Nc2ccc(F)cc2)no1	2.5%	-7.3%	-1.9%
O=C(CCC1CCCN(C(=O)C2=CCCCC2)C1)N1CCN(c2ccccn2)CC1 (stereo unspecified)	7.7%	-3.5%	2.8%
O=C(O)c1ccc(N/N=C/c2ccc(-c3ccccc3Cl)o2)cc1	-1.9%	-4.9%	-12.9%
COc1ccccc1N1CCN(CCn2c(=O)[nH]c3c([nH]c4ccccc43)c2=O)CC1	25.3%&20.2%&12.7%	10.3%&4.5%&-15.6%	·
Cc1ccc(C)c(N2CCN(S(=O)(=O)c3c(C)[nH]c(C)c3C(=O)N3CCCC3)CC2)c1	-7.8%	0.8%	0.7%
COCCn1nnnc1C(c1ccc(OC)c(OC)c1)N1CCN(C(=O)c2ccco2)CC1 (stereo unspecified)	-15.0%	-1.9%	-4.6%
O=C(CSc1nnc(NC(=O)Cc2ccc(F)cc2)s1)NCc1ccco1	21.0%	2.6%	-0.2%
Cc1oc2c(c(C)cc3oc(=O)c(CC(=O)NCCc4ccccc4F)c(C)c32)c1C	·	2.4%	-3.0%
COc1ccc(NC(=O)C2CCN(S(=O)(=O)c3c(C)noc3C)CC2)cc1	4.7%	-3.1%	0.6%
COc1cc(OC)cc(C(=O)NNC(=O)CCC2CCCC2)c1	·	-3.3%	-6.4%

# The results go on.
# Order of results – N370S GC, GCN5L2 inh, FEN1 inhibitor
CCOc1ccccc1NS(=O)(=O)c1ccc2c(c1)n(C)c(=O)c(=O)n2C
    16.6%, 0.1%, 1.4%
CC(NC(=O)c1ccc2c(c1)OCO2)C1CCCO1 (stereo unspecified)
    20.3%, -0.1%, -1.7%
COc1ccc(C(c2oc(CO)cc(=O)c2O)c2oc(CO)cc(=O)c2O)cc1
    -5.7%, -8.9%, -2.4%
COc1ccc(OC)c(CNc2ncc(-c3cccc([N+](=O)[O-])c3)n2C)c1
    0.3%, -3.6%, 11.3%
CCn1c(=O)c(=O)n(CC)c2cc(N3CCCCC3)c(NC(=O)c3cccc(F)c3)cc21
    ·, -3.9%, 4.3%
Cc1cc(C)c2c3c(sc2n1)C(c1cccc(F)c1)C(C#N)=C(N)O3 (stereo unspecified)
    ?, 0.4%, -21.9%
CC(C(=O)Nc1ccccc1C#N)N1C(=O)NC2(CCCCCC2)C1=O (stereo unspecified)
    -1.0%, -20.4%, -1.3%
C/C=C/c1ccc(OCC(=O)Nc2ccc(C(N)=O)cc2)c(OC)c1
    8.1%, -6.1%, 0.8%
Cc1ccc2cccc(NC(=S)NC(=O)c3c(Br)cnn3C)c2n1
    6.6%, 0.1%, 8.8%
COc1ccccc1OCc1nc2ccccc2n1C
    -3.4%, 0.5%, -2.6%
CCCN1C(=O)C(O)(c2c(C)[nH]c3ccccc23)c2ccccc21 (stereo unspecified)
    -17.3%, 0.1%, 12.0%
CCOC(=O)c1[nH]c2ccccc2c1NC(=O)c1ccco1
    3.9%, -19.9%, -4.0%
O=C(NC1CCN(S(=O)(=O)c2ccc(F)cc2)CC1)c1cccc(F)c1
    5.2%, -18.9%, -4.3%
C[C@@H]1C(=O)O[C@H]2[C@H](O)[C@@]34[C@H]5C[C@@H](C(C)(C)C)[C@]36[C@@H](OC(=O)[C@@H]6O)O[C@@]4(C(=O)O5)[C@@]12O
    1.0%, -2.2%, -3.8%
CNC(=O)CSc1nnc(-c2ccco2)n1-c1ccccc1
    0.8%, -9.6%, -3.6%
CC(C)CC(C(=O)NC(=O)NCc1ccccc1)N1C(=O)c2ccccc2C1=O (stereo unspecified)
    ?, -2.6%, -11.3%

# These rows are one share of the data (hit frequency here may not be typical).
